GAA glycogen mod: GAA glycogen-cleavage inhibition or activation; recombinant GAA, glycogen substrate, Amplex Red glucose oxidase fluorescence; Potency, µM (highest dose often 76.4 µM), for inactives: top-dose activity change, negative = inhibition, actives largely listed as inhibitors; 300,000 tested, 0.38% active; AID 2100;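 also: 0% = full enzyme reaction and -100% = no-enzyme basal signal; the screen sought inhibitors and activators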
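qHTS, 1536-well; enzyme 4 nM final; cpd up to 77 uM; substrate bovine liver glycogen 30 ug; 50 mM citrate/phosphate pH 5.0, 0.01% Tween-20; 37 C, 40 min; Amplex Red detection 45 min RT; Hill fit → AC50.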
NPSR antagonist: neuropeptide S receptor (human) antagonism, cAMP; AID 1461; 220,000 tested, 1% active; CHO-NPSR cells, cAMP TR-FRET, antagonist mode; Potency, µM (series often up to 38.3 µM), without a hit: at the highest dose activity change, negative = inhibition, actives largely listed as inhibitors; also: % is scaled to controls: 0 for no effect and ±100 for the full control effect; nearly all actives have a fitted effect of over 50% in size; many of its hits are not listed in these tables
aGal spleen mod: alpha-galactosidase A (human) modulation; P06280; Potency, µM (titrated, usually from 80 µM), inactives show at the highest dose activity change, negative = inhibition, actives largely listed as inhibitors; human spleen homogenate, 4MU-alpha-Gal fluorescence, 40 min; 240,000 tested, 0.008% active;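 also: 0% = enzyme with vehicle and -100% = no enzyme basal signal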
Target sequence (P06280 32-429 limits assumed): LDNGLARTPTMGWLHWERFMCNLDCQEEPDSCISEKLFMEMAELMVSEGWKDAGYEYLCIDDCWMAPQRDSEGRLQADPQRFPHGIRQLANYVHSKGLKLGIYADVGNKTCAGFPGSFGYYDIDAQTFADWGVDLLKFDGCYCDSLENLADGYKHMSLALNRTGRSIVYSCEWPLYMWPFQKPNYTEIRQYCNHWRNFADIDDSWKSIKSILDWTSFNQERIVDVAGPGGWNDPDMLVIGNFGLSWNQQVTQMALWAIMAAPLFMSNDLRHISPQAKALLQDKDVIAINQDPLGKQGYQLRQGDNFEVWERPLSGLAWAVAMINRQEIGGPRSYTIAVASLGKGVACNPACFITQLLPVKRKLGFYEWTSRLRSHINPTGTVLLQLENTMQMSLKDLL
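Human spleen homogenate (1 ug) was the enzyme source, with 4-methylumbelliferyl-alpha-D-galactopyranoside (1 mM final) in pH 5.0 citrate buffer with 0.01% Tween-20. Compounds were titrated; after 40 min at 37C, NaOH/glycine stop, 4-MU fluorescence read; AC50 from Hill fits.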
Tau fluor cs: counter-screen for tau fibril formation inhibitors; tau K18 P301L (four-repeat tau fragment) Alexa594 fluorescence, heparin fibrillization; Potency, µM (doses to about 57.7 µM), for inactives: at the top dose activity change, negative = decrease; 280,000 tested, 0.93% active; AID 1463; also: % is scaled to controls: 0 for no effect and ±100 for the full control effect; nearly all actives have a fitted effect of over 55% in size
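Human K18 P301L tau (15 uM unlabeled plus 0.24 uM Alexa 594-labeled, final) in 100 mM sodium acetate pH 7 was mixed with compound and 20 uM heparin and incubated 6 hr at 37 C.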
ALDH1A1 block: blocks purified human ALDH1A1 activity | P00352 | Potency, µM (top dose mostly 75.3 µM), for inactives: at the highest dose activity, negative = inhibition, most hits filed as inhibitors | 220,000 tested, 7.3% active | AID 1030 | Purified ALDH1A1, NADH fluorescence, propionaldehyde substrate; active = well fitted inhibition curve with a large enough effect, not every such curve was filed as active; inconclusive = small, poorly fitted or top-dose-only effect, or another doubt; inactive = no such curve, though single readings can be large or run the other way;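 also: plate controls were no enzyme wells and a reference inhibitor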
Target sequence (P00352 whole entry, looked up): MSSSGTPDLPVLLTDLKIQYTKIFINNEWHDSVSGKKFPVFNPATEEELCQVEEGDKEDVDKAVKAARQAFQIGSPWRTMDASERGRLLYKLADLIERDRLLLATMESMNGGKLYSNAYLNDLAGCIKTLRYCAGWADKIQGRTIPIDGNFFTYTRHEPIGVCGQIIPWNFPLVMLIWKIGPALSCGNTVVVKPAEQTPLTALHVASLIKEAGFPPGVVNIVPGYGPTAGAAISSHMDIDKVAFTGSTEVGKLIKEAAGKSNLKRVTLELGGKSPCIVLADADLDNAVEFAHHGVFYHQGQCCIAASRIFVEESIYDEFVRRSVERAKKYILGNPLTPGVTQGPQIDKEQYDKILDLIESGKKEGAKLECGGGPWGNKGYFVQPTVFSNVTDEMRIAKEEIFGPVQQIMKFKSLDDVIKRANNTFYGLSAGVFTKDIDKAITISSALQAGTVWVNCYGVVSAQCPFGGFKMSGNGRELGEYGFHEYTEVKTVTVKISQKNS
GAA inhib: inhibitors of human lysosomal alpha-glucosidase. P10253. purified human GAA, 4-MU-alpha-glucoside fluorescence. Potency, µM (titrated, usually from 76.9 µM), for inactives: at the top dose activity change, negative = inhibition, hits mostly inhibitors. 200,000 tested, 0.005% active;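 also: plate controls were uninhibited enzyme wells for no effect and no-enzyme background for full effect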
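Human alpha-glucosidase, 4 nM, pre-mixed with test compounds before 400 uM 4-methylumbelliferyl substrate; 20 min room temperature at pH 5.0. Fluorescence read after pH 10 stop; AC50 values from Hill-equation fits.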
aGlu spleen mod: lysosomal alpha-glucosidase (human) modulation | P10253 | human spleen homogenate, 4-MU-alpha-glucoside fluorescence | 240,000 tested, 0.006% active | AID 2112 | Potency, µM (titrated, usually from 79.9 µM), inactives show top-dose activity change, negative = inhibition, usual class: inhibitors;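 also: 0% = enzyme with vehicle and -100% = no enzyme basal signal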
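Compounds were titrated against alpha-glucosidase in spleen homogenate at pH 5.0, with 1 mM 4-methylumbelliferyl substrate for 40 min at 37 C. Reactions were quenched with pH 10 NaOH/glycine and fluorescence measured.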
Epigenetic reg: derepresses silenced GFP reporter in murine cells | murine LDR cells, GFP reporter derepression, 30 h | Potency, µM (titrated, usually from 53.9 µM), for inactives: top-dose GFP activation, hits mostly activators | 280,000 tested, 0.2% active; also: % of control where 0% means no effect; nearly all actives have a fitted effect of over 60% in size
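GFP-positive cell count by laser-scanning cytometry (objects 20–120 um) after 30 h, 37 C compound exposure of murine LDR cells; reporter is CMV-GFP integrated at a silenced locus, inducible by HDAC or DNMT inhibitors.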
Starred values were filed as active, the others as inactive; ? = inconclusive; . = no result given; [ ] = remark or other dose. Unless noted, calls follow the shape of the dose curve; as a rule, active = well fitted curve in the direction sought with a large enough effect; inconclusive = small, poorly fitted or top-dose-only effect, or another doubt; inactive = no such curve, though single readings can be large; an effect the other way counts as inactive or inconclusive. Potency is read from the fitted curve at half-maximal effect. Not all compounds are listed, so the mix of outcomes need not match the whole.

SMILES	GAA glycogen mod	NPSR antagonist	aGal spleen mod	Tau fluor cs	ALDH1A1 block	GAA inhib	aGlu spleen mod	Epigenetic reg
NC(=O)CN1CCN(c2ccccc2F)CC1	4%	-12%[46.1 µM]	10%	4%	6%	2%	-7%	0.0%
O=C(NC1CCCCC1)C(c1ccncc1)N(Cc1ccc2c(c1)OCO2)C(=O)C(F)(F)F (configuration not stated)	?	-6%[46.1 µM]	-3%	-15%	?	0%	0%	-7.5%
OC(CN1c2ccccc2Sc2ccccc21)Cn1nnc2ccccc21 (configuration not stated)	-2%	-19%[46.1 µM]	2%	?	?	-3%	-7%	-3.4%
O=[N+]([O-])c1ccc(C=Nc2cccc3ccccc23)s1	-6%	-3%	-4%	-24%	?	8%	3%	?
CC1C2(C)OCC(C#N)(C(=N)O2)C1(C#N)C#N (configuration not stated)	-2%	-21%[7.67 µM]	?	-26%	.	.	13%	1.4%
COC(=O)CN1C(c2ccccc2O)Nc2ccc(Br)cc2C1c1ccccc1 (configuration not stated)	-8%	0%	2%	?	-4%	-5%	-5%	1.0%
COc1ccc(C(=O)N2CCC(N3CCN(c4ccccc4)CC3)CC2)cc1	0%	-1%[46.1 µM]	0%	-5%	-8%	-4%	0%	2.9%
COc1ccc(CCNC(=O)COC(=O)Cc2cc(OC)c(OC)c(OC)c2)cc1	6%	2%	5%	-1%	0%	-2%	0%	1.4%
Brc1ccc(C=Nc2ccc(Nc3ccccc3)cc2)s1	8.9µM*	-18%	1%	11µM*[quencher]	?	2%	-11%	0.0%
Cc1ccc(SCC(=O)NC(=O)NC(C)C)c(C)c1	4%	1%	-8%	-2%	-10%	-4%	-4%	0.0%
C=C(C)C(=O)O[C@H]1C/C(C)=C\C(=O)/C=C(\C)[C@H](O)[C@@H]2OC(=O)C(=C)[C@@H]21	-7%	-40%	5%	-4%	.	.	-1%	-1.6%
CCOC(=O)c1c(C)[nH]c(C(=O)COC(=O)c2oc3ccc(OC)cc3c2C)c1C	9%	-17%[46.1 µM]	-2%	-5%	?	3%	-2%	-2.2%
CN(C)c1nc2ccccc2c(N)c1-c1ccccc1	2%	-3%[46.1 µM]	-1%	0%	?	-5%	-6%	-8.7%
O=C(Cn1ncc(N2CCOCC2)c(Cl)c1=O)c1ccc(Cl)cc1	-8%	8%	6%	-5%	-7%	1%	2%	1.3%
Cc1ccc(C(=O)NNc2c3ccccc3nc3ccccc23)cc1	?	-49%	0%	11µM*[quencher]	.	.	6%	2.9%

Another view of part of the listing above:
C=C(C)C(=O)O[C@H]1C/C(C)=C\C(=O)/C=C(\C)[C@H](O)[C@@H]2OC(=O)C(=C)[C@@H]21
  GAA glycogen mod: -7%
  NPSR antagonist: -40%
  aGal spleen mod: 5%
  Tau fluor cs: -4%
  ALDH1A1 block: .
  GAA inhib: .
  aGlu spleen mod: -1%
  Epigenetic reg: -1.6%
Cc1ccc(C(=O)NNc2c3ccccc3nc3ccccc23)cc1
  GAA glycogen mod: ?
  NPSR antagonist: -49%
  aGal spleen mod: 0%
  Tau fluor cs: 11µM*[quencher]
  ALDH1A1 block: .
  GAA inhib: .
  aGlu spleen mod: 6%
  Epigenetic reg: 2.9%
Cc1ccc(SCC(=O)NC(=O)NC(C)C)c(C)c1
  GAA glycogen mod: 4%
  NPSR antagonist: 1%
  aGal spleen mod: -8%
  Tau fluor cs: -2%
  ALDH1A1 block: -10%
  GAA inhib: -4%
  aGlu spleen mod: -4%
  Epigenetic reg: 0.0%
NC(=O)CN1CCN(c2ccccc2F)CC1
  GAA glycogen mod: 4%
  NPSR antagonist: -12%[46.1 µM]
  aGal spleen mod: 10%
  Tau fluor cs: 4%
  ALDH1A1 block: 6%
  GAA inhib: 2%
  aGlu spleen mod: -7%
  Epigenetic reg: 0.0%

Returning to the listing with the 3 entries that preceded the break.
SMILES	GAA glycogen mod	NPSR antagonist	aGal spleen mod	Tau fluor cs	ALDH1A1 block	GAA inhib	aGlu spleen mod	Epigenetic reg
CN(C)c1nc2ccccc2c(N)c1-c1ccccc1	2%	-3%[46.1 µM]	-1%	0%	?	-5%	-6%	-8.7%
O=C(Cn1ncc(N2CCOCC2)c(Cl)c1=O)c1ccc(Cl)cc1	-8%	8%	6%	-5%	-7%	1%	2%	1.3%
Cc1ccc(C(=O)NNc2c3ccccc3nc3ccccc23)cc1	?	-49%	0%	11µM*[quencher]	.	.	6%	2.9%
Cc1cc(-c2n[nH]c(=S)n2/N=C/c2ccco2)n[nH]1	-20%	3%	-9%	-9%	.	.	-10%	1.6%
COc1cc2c(cc1OC)C(c1cccs1)NCC2 (configuration not stated)	3%	-2%[46.1 µM]	1%	6%	2%	-2%	-1%	-1.1%
COC(=O)c1cc(NC(=O)Cc2cc(OC)c(OC)c(OC)c2)cc(C(=O)OC)c1	3%	-4%	7%	-9%	-2%	7%	-1%	-0.1%
Cc1ccc(C(=O)NCCSC(C)(C)C)cc1	-11%	-2%[46.1 µM]	-2%	-16%	6%	-3%	-14%	-5.9%
COCCN(C(=O)CSc1nnc(Nc2ccccc2F)s1)c1c(N)n(Cc2ccccc2)c(=O)[nH]c1=O	6%	-14%[46.1 µM]	9%	-7%	1%	-5%	8%	-1.7%
CCC(Sc1nc2ccccc2c(=O)n1CC1CCCO1)C(=O)NCc1cccnc1 (configuration not stated)	1%	-6%[46.1 µM]	8%	0%	3%	5%	2%	-1.1%
CCN(CC)S(=O)(=O)c1cccc(NC(=O)COC(=O)c2cc(C)oc2C)c1	-3%	-12%[46.1 µM]	-2%	?	-8%	5%	-4%	0.1%
COc1ccc(/C=C(\C#N)C(=O)NCCc2ccccc2)cc1OCc1ccccc1	3%	4%	-4%	-2%	?	5%	-9%	-1.3%
CN1CCN(S(=O)(=O)CC2(C)C3CCC2(C)C(=O)C3Br)CC1 (configuration not stated)	4%	10%	1%	-3%	.	.	2%	-1.1%
COc1ccccc1OCC(=O)NC1CCCCCC1	1%	-5%[46.1 µM]	0%	-6%	?	-5%	-7%	0.0%
COc1ccc(-n2nc(C(=O)NCC(=O)Nc3ccccn3)c3ccccc3c2=O)cc1	-2%	-28%[46.1 µM]	-14%	-2%	-8%	11%	-11%	-0.2%
NC(=O)CSC1=N/C(=C\c2ccco2)C(=O)N1c1ccc(OC(F)F)cc1	14%	-15%	-2%	-16%	4%	-7%	1%	-0.6%
CC1(C)Cc2c(c(N3CCCC3)nc3sc4c(N5CCN(CCO)CC5)ncnc4c23)CO1	-3%	-9%[46.1 µM]	5%	-7%	?	2%[15.4 µM]	5%	-5.4%
CN(Cc1ccco1)c1ccnc(-c2ccoc2)n1	.	.	-2%	?	?	.	3%	-1.0%
COC(=O)CCSc1cc([N+](=O)[O-])cc2c1c(C1OCCO1)nn2-c1ccccc1	-6%	-22%[46.1 µM]	2%	-29%	-10%	-11%	-2%	0.0%

2 entries from above, reformatted:
Order of results: GAA glycogen mod	NPSR antagonist	aGal spleen mod	Tau fluor cs	ALDH1A1 block	GAA inhib	aGlu spleen mod	Epigenetic reg
> CN1CCN(S(=O)(=O)CC2(C)C3CCC2(C)C(=O)C3Br)CC1 (configuration not stated)
  4%	10%	1%	-3%	.	.	2%	-1.1%
> COc1ccccc1OCC(=O)NC1CCCCCC1
  1%	-5%[46.1 µM]	0%	-6%	?	-5%	-7%	0.0%

(list continues)
SMILES	GAA glycogen mod	NPSR antagonist	aGal spleen mod	Tau fluor cs	ALDH1A1 block	GAA inhib	aGlu spleen mod	Epigenetic reg
COc1cccc(C(C(=O)NC(C)(C)C)N(C(=O)CCC(=O)Nc2cc(C)on2)C(C)(C)C)c1OC (configuration not stated)	-1%	-12%[46.1 µM]	8%	-4%	4%	3%	-14%	2.4%
CN(C)C=NC(=O)/C(C#N)=C/c1ccccc1	-2%	10%	6%	-5%	-17%	-2%	4%	-1.1%
Cc1ccc(C(=O)NCC(=O)N/N=C/c2cccs2)cc1C	-7%	1%	8%	-3%	2%	-10%	4%	-0.8%
Cc1cc(NC(=O)CSc2nc3ccccc3c(=O)n2C2CCCC2)no1	11%	16%[46.1 µM]	0%	-23%	5%	-3%	-1%	1.3%
Cc1cccc(CNc2ncnc3ccc(-c4cccc(NS(C)(=O)=O)c4)cc23)c1	.	.	3%	?	?	.	-6%	6.3%
CCC(C)(C)n1nnnc1CN1CCN(c2nc3cc(OC)ccc3cc2C#N)CC1	1%	?	0%	-18%	?	-12%	0%	-0.9%
COc1cc(C(=O)Nc2nc3ccc(S(C)(=O)=O)cc3s2)cc(OC)c1C	0%	10%	-8%	?	-7%	-4%	-2%	8.7%
Cc1ccc(CS(=O)(=O)Cc2ccc(C(=O)NCCCN3CCOCC3)o2)cc1	1%	-3%[46.1 µM]	7%	-2%	-2%	2%	-8%	-0.9%
CNc1nc(SC(C)C(=O)Nc2ccc(Cl)c(Cl)c2)nc(N2CCOCC2)n1 (configuration not stated)	3%	-19%	4%	-3%	9%	4%	1%	-0.1%
CCCN1C(=O)c2cc(C(=O)NCCc3cccc(C)c3)ccc2C1O (configuration not stated)	?	1%[46.1 µM]	2%	-3%	-1%	3%	5%	0.0%
CCNC(=S)NNC(=O)c1ccc(OC(F)F)cc1	-20%	-10%[46.1 µM]	3%	1%	4%	-1%	-6%	4.9%
Cc1ccc(Sc2nc(C)c([N+](=O)[O-])c(C)c2C#N)cc1	-1%	-17%	-2%	-15%	.	.	0%	-1.0%
COc1ccc(N2CC(C(=O)Nc3ccccc3C(=O)NCc3ccco3)CC2=O)cc1 (configuration not stated)	7%	3%[46.1 µM]	7%	-2%	-2%	-2%	-4%	1.1%
C#CCCCO/N=C1/C[C@@H](O)[C@@H](O)[C@@H]2[C@@H]3C(=O)N(C(C)(C)C)C(=O)[C@H]3CC[C@@H]12	.	.	5%[17.5 µM]	-1%[11.6 µM]	?	.	1%[17.4 µM]	0.0%[10.1 µM]

Screening results: PubChem BioAssay, National Center for Advancing Translational Sciences (NCATS)
